From PubChem
ABHD5 PLIN5 PPI: ABHD5-PLIN5 interaction inhibitors, primary screen, cell lysate, split luciferase complementation, luminescence | inhibition, % at 4 µM | 0.78% of 360,000 active | Split G. princeps luciferase complementation, 4 h | AID 602281, 2012;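 active = inhibition above the mean inhibition across every tested compound plus 3 SD, cut at about 22% in these data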;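 note: 0% = DMSO only wells and the 100% control is not disclosed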
Target sequence (Q00G26 whole entry, looked up): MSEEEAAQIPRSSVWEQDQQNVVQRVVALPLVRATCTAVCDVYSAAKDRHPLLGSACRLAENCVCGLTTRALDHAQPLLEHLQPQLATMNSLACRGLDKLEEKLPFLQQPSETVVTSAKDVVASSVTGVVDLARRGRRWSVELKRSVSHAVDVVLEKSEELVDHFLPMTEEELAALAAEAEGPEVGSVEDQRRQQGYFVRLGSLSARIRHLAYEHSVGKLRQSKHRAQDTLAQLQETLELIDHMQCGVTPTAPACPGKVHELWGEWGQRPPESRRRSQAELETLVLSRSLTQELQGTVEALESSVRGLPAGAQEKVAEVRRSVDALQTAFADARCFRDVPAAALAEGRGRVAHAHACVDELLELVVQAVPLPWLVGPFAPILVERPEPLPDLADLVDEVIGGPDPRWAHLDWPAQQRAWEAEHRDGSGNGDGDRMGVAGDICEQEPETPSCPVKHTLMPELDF
Target sequence (Q8WTS1 whole entry, looked up): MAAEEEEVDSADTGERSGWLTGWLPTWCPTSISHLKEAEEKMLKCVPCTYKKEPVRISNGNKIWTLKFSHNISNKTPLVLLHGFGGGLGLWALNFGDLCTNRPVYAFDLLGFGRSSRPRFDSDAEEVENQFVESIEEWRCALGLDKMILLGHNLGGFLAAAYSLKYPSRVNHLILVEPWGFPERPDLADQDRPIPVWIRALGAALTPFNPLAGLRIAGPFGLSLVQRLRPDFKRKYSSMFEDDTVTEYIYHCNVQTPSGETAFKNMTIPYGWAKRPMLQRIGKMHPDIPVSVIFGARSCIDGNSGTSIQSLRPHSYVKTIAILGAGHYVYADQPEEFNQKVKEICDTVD
aDG glyco up: activators of alpha-DG glycosylation, primary screen, uHTS, Pro5-aDG cells, AlphaScreen. alpha-DG glycosylation AlphaScreen (IIH6); 0% Pro5, 100% B10-LARGE cell signal. activation, % at 10 µM. 0.22% of 360,000 active. AID 624168, 2012;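 active = activation of at least 8% versus controls, or a plate z-score of at least 8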;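 note: Pro5 are CHO cells carrying HIG-tagged alpha-DG that lacks glycosylation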
HTR2A ag: mouse Htr2a agonists via beta-arrestin recruitment, primary screen, cell-based, luminescence; CHO-K1 mHTR2A beta-arrestin complementation; percent of 30 µM serotonin response; activation, % at 7.6 µM; 0.66% of 360,000 active; AID 624169, 2012;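 active = activation above a run cutoff, the mean activation of all tested compounds plus 3 SD, cut at about 14% in these data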;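 note: 0% = plate median of compound wells and 100% = 30 µM serotonin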
iPSC survival up: enhancers of single-cell hiPSC survival, primary screen, ATPlite luminescence; 100% = ROCK inhibitor wells, 0% = DMSO; survival enhancement, % at 20 µM; 0.044% of 360,000 active; AID 602274, 2012; in the data active = survival enhancement above about 18%;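 note: cells exposed to compounds for 16 hours before the ATP read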
Cardio protect: cardioprotection against H2O2-induced cell death, primary screen, uHTS, H9c2 cells, ATPLite luminescence; H9c2 cardiomyocytes, H2O2 injury protection, 2 h; protection from H2O2 cell death, % at 20 µM; 0.63% of 360,000 active;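 active = compounds giving at least 50% protection of heart cells from peroxide-induced death in the single-dose screen, raw or plate-pattern-corrected value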;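 note: 0% = DMSO wells with peroxide and 100% = DMSO wells without peroxide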
Granule exo inh: LAMP-1 surface exposure blockers, TALL-104 cells – cell-based, flow cytometry, MLPCN library, primary screen | TALL-104 LAMP-1 surface exposure; cells stimulated with thapsigargin and PMA | inhibition, % at 10 µM | 0.66% of 360,000 active | AID 651702, 2012;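 active = inhibition above about 55%, limit read from the data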
MC4R antagonist: MC4R antagonists of cAMP signaling, primary screen, cell-based, TR-FRET, antagonist arm of biased-ligand search. Melanocortin receptor 4 (Homo sapiens), P32245. MC4R-expressing cells, MTII-stimulated cAMP, LANCE TR-FRET. inhibition, % at 6.5 µM. 0.48% of 360,000 active. AID 540295, 2011;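 active = inhibition above its plate's cutoff, the mean of tested wells on that plate plus 3 SD, cut at about 29% in these data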;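 note: 0% = Melanotan II alone and 100% = Melanotan II plus saturating MCL0020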
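material = U2OS cells stably expressing human melanocortin 4 receptor (MC4R) | also added = Melanotan II challenge | dosing = single nominal compound dose of 6.5 µM | detection = TR-FRET with Eu-cAMP and labeled anti-cAMP, 671 nm | replication = singlicate | timing = compound 30 min, challenge 1 h, detection 1 h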
N-glyco inh: increase of ERlucT glycosylation luciferase signal, primary screen, N-linked glycosylation inhibitor project, D54 ERlucT cells, luminescence, set 2; D54 ERlucT glycosylation luciferase reporter, 24 h; percent of 100 nM tunicamycin response; reporter increase, % at 12.5 µM; 0.23% of 360,000 active; AID 588692, 2011;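 active = mean luciferase reporter signal, scaled so untreated is 0 and the glycosylation-blocking control 100, at or above a set limit in every replicate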;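 note: luciferase carries N-glycosylation sites so blocking glycosylation raises the light; 0% = median of neutral control wells and 100% = median of 100 nM tunicamycin wells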
ABCB6 inh 2: ABCB6 transporter inhibitors, primary screen, K562-ABCB6 cells, flow cytometry, MLPCN library; ATP-binding cassette sub-family B member 6 (Homo sapiens), Q9NP58; K562-ABCB6 porphyrin accumulation, 1 h; active compounds read low; fluorescence ratio to DMSO, % at 10 µM; 0.19% of 360,000 active; AID 602162, 2011;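 active = fluorescence ratio to DMSO below 75%, the collection mean minus 3 SD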;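 note: signal is porphyrin accumulated inside mitochondria; 100% equals median channel fluorescence of DMSO control wells; lower ratio means ABCB6 inhibition with less porphyrin fluorescence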
MC4R ag barr: MC4R agonists recruiting beta-arrestin, primary screen, cell-based, luminescence, agonist arm of biased-ligand search; activation, % at 8.9 µM; U2OS MC4R beta-arrestin complementation; percent of melanotan II response, DMSO zero; 0.98% of 360,000 active; Melanocortin receptor 4 (Homo sapiens), P32245; AID 540308, 2011;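 active = activation above a per-plate cutoff, the mean activation of sample wells on that plate plus 3 SD, cut at about 8% in these data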
* marks the source's active call; other numbers are inactive results; & = joins results of further samples.

SMILES | ABHD5 PLIN5 PPI | aDG glyco up | HTR2A ag | iPSC survival up | Cardio protect | Granule exo inh | MC4R antagonist | N-glyco inh | ABCB6 inh 2 | MC4R ag barr
Cc1ccc(S(=O)(=O)N(C)CC(=O)NNC(=O)CCC(=O)c2ccc(F)cc2)cc1 | 6 | 0.1 | -1 | -1.6 | 1 | 0 | 15 | 1 | 96 | -0.9
CC1CC1C(=O)OCC(=O)c1c(N)n(C)c(=O)n(C)c1=O (stereo not drawn) | -8 | 0.0 | 0 | -1.0 | 8 | -1 | 0 | 2 | 92 | -1.1
OC(c1ccccc1)c1nccn1Cc1ccccc1 (stereo not drawn) | -1 | 0.0 | 0 | 1.2 | -1 | -1 | 5 | -2 | 100 | -0.6
Oc1ccc(/C=N/Nc2nn3cnnc3c3ccccc23)cc1 | 1 | -0.2 | -3 | -0.7 | -15 | -3 | -11 | 2 | 95 | -3.5
CC(=O)c1c(C)oc2ccc(N(C(=O)C3CCCCC3)S(=O)(=O)c3cc([N+](=O)[O-])ccc3C)cc12 | -1 | 1.0 | -5 | 2.6 | 0 | 0 | 7 | 2 | 94 | -0.8
COc1ccc(NC2=NCCCCC2)cc1 | -3 | 0.0 | -4 | 1.1 | 4 | -4 | 7 | 2 | 102 | 0.7
CN1OC[C@@H]2CN(Cc3cc(Cl)cc(Cl)c3)[C@H](c3cccc(-c4ccc(C#N)cc4)c3)C[C@@H]21 | -4 | 0.9 | 0 | -0.4 | -14 | -2 | 6 | -8 | 95 | -1.4
CCNC(=O)N1CCNC(=O)C1CC(=O)OC (stereo not drawn) | -6 | 0.1 | -2 | 1.0 | -2 | -8 | 3 | 1 | 97 | -1.2
COc1cccc(/C=C(\C)C(=O)c2c(C)cc(C)[nH]c2=O)c1OC | 2 | 0.1 | 0 | -0.1 | 5 | 1 | 4 | 0 | 97 | 0.4
CC1(C(=O)N2CCN(c3ccccc3)CC2)CC1(Cl)Cl (stereo not drawn) | 1 | -0.3 | 0 | 4.4 | 0 | -3 | 4 | 0 | 100 | -0.8
Cc1cccc(NC(=O)NCCCCc2ccccc2)c1 | 2 | -0.1 | -6 | 0.2 | -3 | -3 | -4 | -3 | 105 | -0.6
CCc1ccc(S(=O)(=O)NC2CC(C)(C)NC(C)(C)C2)cc1 | -2 | -0.1 | 4 | -0.3 | 0 | -3 | 16 | 3 | 100 | -0.6
CN(CC(=O)Nc1ccc(F)cc1)C(=O)C1CC(=O)N(Cc2ccccc2)C1 (stereo not drawn) | 0 | -0.1 | -3 | -0.5 | -7 | -2 | -2 | 1 | 93 | -3.0
CN(C)c1nc2n(c(=O)n1)CCO2 | -1 | 0.0 | 2 | 2.7 | 14 | 6 | -1 | 3 | 97 | -1.7
COC(=O)c1cccc(C(=O)N2CCCC(Nc3ccc4c(c3)OCCO4)C2)c1 (stereo not drawn) | 0 | 0.0 | 7 | 0.5 | -4 | -1 | -1 | 1 | 96 | 1.2
Cc1ccc(S(=O)(=O)N2CCN(C(=O)c3ccco3)CC2)cc1C | -2 | -0.1 | -6 | 1.6 | -7 | 0 | 17 | 1 | 105 | 0.1
C=CCN1C(c2cccc(C(F)(F)F)c2)=CS/C1=C(/C#N)c1nnc(N2CCOCC2)n1-c1ccccc1 | -4 | 0.3 | -4 | -0.1 | 5 | 4 | 6 | -3 | 95 | 0.1
Cc1ccc(C(=O)N2CCN(S(=O)(=O)c3ccc(C)cc3)CC2)cc1 | 0 | 0.7 | -1 | 0.9 | -6 | 0 | 2 | -2 | 98 | -0.7
O=C(O)CCC(=O)Nc1ccc(C(=O)N2CCCCC2)cc1 | 2 | -0.2 | 4 | -1.4 | -7 | 3 | 3 | 3 | 96 | 0.5
Cc1ccc2nc(-c3cccc(SC4CCCCC4)c3)c(NC3CCCCC3)n2c1 | 1&0 | 1.9&-0.3 | 5&-2 | -1.0&-0.5 | -22 | 11&15 | -2 | -2 | 95&98 | -1.1
C=CCCC(=O)NC1CCCc2c1cnn2-c1ccccc1F (stereo not drawn) | 0 | 0.1 | -2 | -0.5 | -1 | 0 | 3 | -2 | 98 | -0.3
COC(=O)CS(=O)(=O)c1ccc(C)cc1 | -7 | -0.4 | -2 | -0.8 | -2 | 1 | 6 | -1 | 98 | -1.8
CCOC(=O)CN(C)Cc1cn[nH]c1-c1ccc2cc(OC)ccc2c1 | -8 | -0.1 | -6 | 0.5 | 17 | -12 | -2 | 3 | 93 | 0.4
CCn1cc(/C=C(\NC(=O)c2cc(OC)c(OC)c(OC)c2)C(=O)NCCN2CCOCC2)c2ccccc21 | -5 | 0.0 | -1 | 2.2 | 4 | -3 | -2 | 1 | 166 | -1.1
CC(=O)N/C(=C\c1ccc(F)cc1)C(=O)N(C)C | 3 | -0.1 | 1 | -0.2 | 5 | -3 | 0 | 5 | 93 | 3.4
(cont.)
SMILES | ABHD5 PLIN5 PPI | aDG glyco up | HTR2A ag | iPSC survival up | Cardio protect | Granule exo inh | MC4R antagonist | N-glyco inh | ABCB6 inh 2 | MC4R ag barr
C=C(C)Cn1c(CCNC(=O)C(C)C)nc2ccccc21 | 1 | -0.3 | -3 | -1.0 | 3 | 1 | 1 | 0 | 88 | -1.0
COc1cc(OC)c(S(=O)(=O)NCc2cccnc2)cc1NC(C)=O | -3 | -0.2 | 2 | 0.3 | -4 | -1 | 3 | 2 | 90 | -2.5
CC1CCN(CC(=O)N2CCN(c3ccccc3)CC2)CC1 | -4 | -0.1 | -1 | -0.6 | -2 | -2 | 16 | -1 | 94 | 1.4
Cc1ccc(NC(=O)COC(=O)c2cc(-c3cccs3)nn2-c2ccccc2)cc1[N+](=O)[O-] | -3 | 0.4 | 2 | 2.2 | -1 | 2 | 21 | -1 | 98 | -0.8
O=S(=O)(/C=C/c1ccccc1)N1CCNCC1 | -11 | -0.1 | 4 | -0.5 | -9 | -2 | -1 | -1 | 98 | -0.6
Cc1cc(N2CCN(C)CC2)nc2ccc(NC(=O)c3ccc4c(c3)OCO4)cc12 | 7 | -0.4 | -5 | -3.7 | -7 | 6 | 2 | -7 | 94 | -0.8
Cc1ccn2c(C(=O)CSc3ccc(Cl)cc3)c(C)nc2c1 | 5 | 0.2 | -2 | 0.3 | -19 | 6 | -3 | -2 | 93 | -0.6
CCc1nc2c(OCc3ccc(Cl)cc3Cl)cccn2c1N(C)C(=O)C1CC1 | 1 | 0.2 | -9 | -0.2 | 17 | -4 | -2 | 5 | 96 | -2.5
CCCOc1ccc(N2C(=O)C3ON(c4ccccc4)C(CCC)C3C2=O)cc1 (stereo not drawn) | -5 | 0.0 | 0 | -2.3 | -3 | -2 | 10 | 2 | 96 | -1.2
Cc1cccc(NC(=O)CSCc2nc3c(nnn3Cc3ccc(F)cc3)c(=O)[nH]2)c1C | 1 | 0.1 | 1 | -0.4 | 6 | -1 | 0 | 2 | 101 | -2.8
CCCS(=O)(=O)NC(=O)C1(C)CCCN(C(=O)c2sccc2C)C1 (stereo not drawn) | 0 | 1.0 | 1 | 4.3 | -2 | -3 | -2 | 0 | 97 | -0.3
O=C(CCc1nc2ccccc2c(=O)[nH]1)Nc1nnc(SCc2ccc(F)cc2)s1 | 17 | 0.1 | -6 | 0.4 | -2 | -7 | 4 | 1 | 95 | -2.1
FC(F)(F)c1cccc(Cc2noc(CN(Cc3ccccn3)CC3CCCO3)n2)c1 (stereo not drawn) | -3 | 0.2 | 0 | -1.1 | -1 | 0 | -7 | 0 | 98 | 1.0
CCCSC1=N/C(=C\c2ccc3c(c2)OCO3)C(=O)S1 | -10 | -0.1 | 0 | 2.4 | 6 | -4 | -4 | 1 | 98 | -1.7
COc1nsnc1NS(=O)(=O)c1ccc(NC(=S)NC(=O)c2cccnc2)cc1 | -2 | -0.2 | -3 | 1.7 | -3 | -2 | 1 | 3 | 90 | -1.8
CC(C)(C)C(=O)NC(=S)NNC(=O)c1ccncc1 | -4 | -0.2 | -7 | 0.5 | 1 | -1 | -5 | 3 | 107 | -2.7
O=C(COC(=O)c1ccco1)NCc1ccc(Cl)cc1Cl | -5 | -0.1 | -1 | -0.5 | -4 | 2 | 2 | 2 | 96 | -0.5
COc1ccc(-c2csc(NC(=O)CSc3nc(C)cs3)n2)cc1 | 2 | 0.1 | -1 | -0.5 | -6 | 1 | 4 | -1 | 97 | 1.7
COc1ccc(C2NC(c3ccc(OC)cc3)C(c3ccccc3)C(=O)C2c2ccccc2)cc1 (stereo not drawn) | -10 | -0.1 | -7 | -1.6 | -5 | 9 | 0 | -11 | 92 | -0.8
Cc1cc(C)c[n+](-c2[nH]c(=O)sc2/C=N/N=C(\[O-])c2cccnc2)c1 | 0 | -0.2 | 0 | -0.6 | -2 | -2 | -18 | 2 | 95 | 0.2
CCC(CC)C(=O)NCCc1ccc(OC)c(OC)c1 | 3 | 0.0 | -1 | 3.3 | 2 | -1 | 3 | -1 | 91 | -2.7
CCC1=Nc2cc(C(=O)NCc3cccnc3)ccc2Sc2ccc(C)cc21 | 2 | 0.1 | -7 | -0.6 | 0 | 4 | -8 | 16 | 96 | -1.9
COC(=O)C1CN(C(=O)c2cccc(OC(F)F)c2)c2ccccc2O1 (stereo not drawn) | -6 | 0.1 | 4 | 0.7 | -4 | 4 | 4 | 2 | 101 | -1.1
O=C(COc1cccc(NC(=O)c2ccccc2)c1)c1ccc(F)cc1 | -3 | 0.6 | 5 | -1.6 | 10 | 0 | 4 | 0 | 90 | -1.2
O=C(NCc1ccco1)C12CN(Cc3ccccc3)CC1C(c1cccc([N+](=O)[O-])c1)=NO2 (stereo not drawn) | -1 | 0.2 | 9 | -0.6 | 4 | 5 | 5 | 0 | 94 | 0.0
CCOC(=O)Cc1c(C)nc2cc(C)nn2c1C | -2 | -0.3 | -3 | -2.7 | 8 | 3 | -4 | -2 | 85 | -1.3
O=C(Nc1ccc(S(=O)(=O)N2CCOCC2)cc1)c1c(F)cccc1F | 5 | -0.2 | 6 | -0.4 | -1 | -18 | 4 | -1 | 98 | 0.5
CCOC(=O)N/N=C(\C)c1ccc(OC(F)F)cc1OC(F)F | -6 | -0.1 | -6 | 0.2 | -5 | -2 | 5 | 1 | 94 | -1.4
CCOc1ccccc1NC(=O)CNC(=O)Cc1ccccc1 | 1 | 0.0 | 0 | -0.4 | -3 | -3 | 3 | 1 | 105 | 0.5
O=C(N/N=C/c1ccc(Br)s1)Nc1ccccc1 | -7 | -0.3 | -2 | 1.8 | -12 | 2 | -6 | 3 | 91 | 5.1
